# Screening results (PubChem)
# ALDH1A1 block – blocks purified human ALDH1A1 activity | Potency, µM (titrated, usually from 75.3 µM), without a hit: at the top dose activity, negative = inhibition, actives largely listed as inhibitors | Purified ALDH1A1, NADH fluorescence, propionaldehyde substrate | hit rate 7.3% among 220,000 | P00352; active means well fitted inhibition curve with a large enough effect, not every such curve was filed as active; inconclusive means small, poorly fitted or top-dose-only effect, or another doubt; inactive means no such curve, though single readings can be large or run the other way;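 further: plate controls were no enzyme wells and a reference inhibitor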
# TexasRed fluor – counter-screen for TRb-SRC2 inhibitors: fluorescence interference; TRb/SRC2 Texas Red total fluorescence interference; hit rate 0.29% among 280,000; AID 1479; Potency, µM (doses to about 106 µM), for inactives: at the highest dose fluorescence change, negative = quenching; active means well fitted curve in either direction with a large enough effect; inconclusive means small, poorly fitted or top-dose-only effect; further: on the % scale 0 is the no-effect control and ±100 the full control effect
#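 Human TRβ ligand-binding domain (0.6 uM) and Texas Red SRC2 peptide (20 nM) in Tris buffer with 1 uM T3 and 5% DMSO were incubated with pinned compound for 5 hr at ambient temperature. Total fluorescence was computed as S + 2P (555/632 nm).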
# SMN2 splice enh – SMN2 splice variant enhancement | HEK293 SMN2-luciferase splicing reporter, luminescence, 30-36 h | Potency, µM (series often up to 46.1 µM), inactives show at the highest dose activity change, positive = activation, usual class: activators | hit rate 2.8% among 210,000 | AID 1458; further: % of control where 0% means no effect; nearly all actives have a fitted effect of over 55% in size
#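 HEK293 cells carry an SMN2 […]–luciferase reporter in which exon 7 inclusion puts luciferase in frame. Cells were plated 10-12 h before compound addition, then incubated 30-36 h at 37C. ONE-Glo luminescence was read; sodium butyrate at 4.5 mM final served as control.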
# LMNA splice mod – changes lamin A minigene splicing in HeLa cells. Potency, µM (doses to about 46.1 µM), for inactives: at the highest dose ratio change, negative = inhibition, actives largely listed as inhibitors. HeLa LMNA splicing GFP/RFP minigene ratio, 48 h. AID 1487. hit rate 0.01% among 200,000; active means well fitted inhibition curve with a large enough effect in the signal ratio, with a control signal flat, not every such curve was filed as active; inconclusive means small, poorly fitted or top-dose-only effect, or effect the other way, or a change in a side signal; the % refers to the signal ratio; further: on the % scale 0 is the no-effect control and ±100 the full control effect
#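 S3 HeLa stable clones carrying a lamin A-EGFP splicing minigene plus DsRed2 were seeded at 600 cells/well in Opti-MEM with 2% FBS, pin-dosed and incubated 48 h at 37°C. Acumen cytometry (488 nm) gave the GFP/RFP total-intensity ratio.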
# RECQ1 helicase – RECQ1 (human) helicase inhibition; Potency, µM (titrated, usually from 57.3 µM), for inactives: top-dose activity, negative = inhibition, most hits filed as inhibitors; RECQ1 DNA unwinding, red fluorescence kinetic read; hit rate 0.54% among 240,000; P46063; AID 2549;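 further: plate controls were vehicle for no effect and no enzyme for full effect; nearly all actives have a fitted effect of over 30% in size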
#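 RECQ1T1 50 nM; forked duplex (20 bp + 30-nt ss tails) 200 nM, ATP 2 mM final; pH 8.0, 2 mM MgCl2, 2.5 ug/ml poly(dI-dC); 15 min compound preincubation; discontinuous kinetic read over 2 h at RT.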
# RGS12 GoLoco inh – inhibitors of human Gai1-RGS12 GoLoco interaction (red fluorophore) | P63096 | Gai1:RGS12 GoLoco peptide FP, rhodamine, 10 min | Potency, µM (doses to about 61.6 µM), for inactives: at the top dose activity, negative = inhibition, most hits filed as inhibitors | hit rate 0.44% among 230,000; active means well fitted inhibition curve with a large enough effect, not every such curve was filed as active; inactive means no such curve, though single readings can be large or run the other way; further: on the % scale 0 is the no-effect control and ±100 the full control effect; nearly all actives have a fitted effect of over 30% in size; many of its hits are not listed in these tables
# Target sequence (P63096 whole entry, looked up): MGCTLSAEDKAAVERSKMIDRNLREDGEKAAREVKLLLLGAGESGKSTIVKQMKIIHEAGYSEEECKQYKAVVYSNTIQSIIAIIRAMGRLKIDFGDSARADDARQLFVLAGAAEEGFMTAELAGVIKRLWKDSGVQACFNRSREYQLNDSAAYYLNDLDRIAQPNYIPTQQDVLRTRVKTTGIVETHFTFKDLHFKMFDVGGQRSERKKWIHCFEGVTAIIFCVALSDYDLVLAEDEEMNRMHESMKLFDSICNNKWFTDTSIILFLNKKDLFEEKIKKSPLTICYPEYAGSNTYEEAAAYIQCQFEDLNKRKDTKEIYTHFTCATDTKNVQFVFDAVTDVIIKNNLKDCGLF
# TRb SRC2 PPI – TRbeta-SRC2 interaction inhibition. TRbeta-SRC2 peptide binding, fluorescence polarization; receptor liganded with 1 µM T3. P10828. hit rate 0.065% among 280,000. Potency, µM (doses to about 106 µM), inactives show at the highest dose activity change, negative = inhibition, hits mostly inhibitors. AID 1469;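 further: plate controls were bound peptide for no effect and peptide without receptor for full effect; nearly all actives have a fitted effect of over 50% in size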
#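 Compounds were added to 0.6 uM TRb ligand-binding domain and 20 nM Texas Red-labeled SRC2 peptide in Tris buffer containing 1 uM T3, incubated 5 hr at ambient temperature, then read by fluorescence polarization.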
# JMJD2E inh – inhibitors of human JMJD2E histone demethylase; B2RXH2; JMJD2E catalytic domain, FDH-coupled NADH fluorescence (FDH is formaldehyde dehydrogenase); Potency, µM (doses to about 57.1 µM), for inactives: top-dose activity change, negative = inhibition, actives largely listed as inhibitors; hit rate 1.6% among 230,000; active means well fitted inhibition curve with a large enough effect, not every such curve was filed as active; inconclusive means small, poorly fitted or top-dose-only effect, or another doubt; inactive means no such curve, though single readings can be large or run the other way;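 further: 0% = wells with enzyme and -100% = buffer wells without enzyme; nearly all actives have a fitted effect of over 50% in size; many of its hits are not listed in these tables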
# Target sequence (B2RXH2 1-337 limits assumed): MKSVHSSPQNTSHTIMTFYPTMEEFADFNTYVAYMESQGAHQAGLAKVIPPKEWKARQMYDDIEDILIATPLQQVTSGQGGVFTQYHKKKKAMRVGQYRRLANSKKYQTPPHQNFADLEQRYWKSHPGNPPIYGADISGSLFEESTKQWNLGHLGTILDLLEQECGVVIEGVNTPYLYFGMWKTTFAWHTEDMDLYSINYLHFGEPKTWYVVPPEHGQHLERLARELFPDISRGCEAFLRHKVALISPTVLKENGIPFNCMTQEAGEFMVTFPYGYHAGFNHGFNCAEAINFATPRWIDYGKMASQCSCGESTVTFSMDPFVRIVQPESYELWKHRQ
# The depositor's hits bear a star; i = inactive; ? = inconclusive; / = no result given; & = joins results of further samples; [ ] = remark or other dose. Unless noted, the call rests on the fitted dose curve; in most records, active means well fitted curve in the direction sought with a large enough effect; inconclusive means small, poorly fitted or top-dose-only effect, or another doubt; inactive means no such curve, though single readings can be large; an effect the other way counts as inactive or inconclusive. Potency means the concentration at half of the fitted maximal effect.
mol | ALDH1A1 block | TexasRed fluor | SMN2 splice enh | LMNA splice mod | RECQ1 helicase | RGS12 GoLoco inh | TRb SRC2 PPI | JMJD2E inh
COc1cccc(-c2csc(N3CCN(C(=O)Nc4ccccc4Cl)CC3)n2)c1 | 22µM* | 1%[53 µM] | / | ? | -20% | 26% | 3%[53 µM] | 2%
CCOC(=O)C1=NN(c2ccccc2C)C2=NC(C)=C(C(=O)OC)C(c3cccs3)N12 (stereo not given) | 1% | -2% | -1% | -6% | -7% | 13% | -27% | ?
CCn1c(=O)cc(NC2=NCC(C)CN2c2cccc(Cl)c2)n(C)c1=O (stereo not given) | 11% | -1% | -4% | 2% | -2% | 4% | 0% | 2%
Cc1cccc(NC(=S)N2CCC(O)CC2)c1C | -11% | -6% | 0% | / | i | 7% | -3% | -3%
CCC(C)NC(=O)c1cc(Cl)ccc1OC (stereo not given) | ? | -1% | -23% | -4% | 23% | 3% | 3% | 6%
Cc1oc(/N=C/c2ccccc2O)c(C#N)c1C | ? | 1% | 2% | ? | -5% | 40%[activator] | 5% | 5%
CCn1c(=O)cc(SCC(=O)N2CCC(C)CC2)c2ccccc21 | 20µM* | 3% | 21% | -24% | 1% | -2% | 3% | ?
Cc1nn(CC(=O)NCc2ccc(C(=O)O)cc2)c(C)c1[N+](=O)[O-] | 6% | -4% | ? | -2%[46 µM] | i | 3% | 3% | 7%
OC(COC(c1ccc(Cl)cc1)c1ccc(Cl)cc1)CN1CCN(c2ccccn2)CC1 (stereo not given) | -14% | -1% | -35%[inhibitor] | ? | -11% | 1% | -2% | ?
Cc1ccccc1C(=O)NCCc1nnc(SCC(=O)Nc2nc(-c3ccccc3)cs2)n1C | -2% | 0% | 6% | 2% | -3% | 6% | -6% | 0%
Cc1cccc(C)c1N1C(=O)c2cccc([N+](=O)[O-])c2C1=O | -8% | 2% | 2% | 10% | i | -8% | 1% | 1%
O=C1OCCN1C(=O)[C@H]1[C@H](c2ccc(F)cc2)C(c2cccc(Cl)c2)=NN1c1ccccc1 | ? | -3% | / | / | -16% | 6% | 4% | /
CCC(C)(C)NC(=O)C(c1ccc(F)cc1)N(Cc1ccco1)C(=O)CCC(=O)Nc1ccccn1 (stereo not given) | 7% | 1% | -9% | 3% | -7% | 4% | 0% | 0%
CS(=O)(=O)c1ccc(Cl)c(NC(=O)COC(=O)c2ccc(F)cc2Cl)c1 | -1% | -3% | -6% | ? | i | 1% | 0% | -4%
O=C(/C=C/c1ccccc1)NNC1=NS(=O)(=O)c2ccccc21 | 3% | -6% | / | 21%[46 µM] | i | 7% | -3% | -4%
CC(C)OCCCNc1ncc2c(n1)CC(c1cccs1)CC2=O (stereo not given) | -1% | -2% | / | / | 9% | -4% | -9% | ?
Cc1c(NC(=O)C2CCCCN2S(=O)(=O)c2ccc(Cl)cc2)c(=O)n(-c2ccccc2)n1C (stereo not given) | 14% | -1% | 2% | -18% | 0% | -6% | -9% | 4%
CN(C)S(=O)(=O)c1cccc(NC(=O)COC(=O)/C=C/c2ccc3c(c2)OCO3)c1 | ? | -5% | 6% | -20%[46 µM] | -6% | 5% | -8% | ?
Cn1c(=O)c2c(SCC(=O)N3CCN(c4ccccc4)CC3)nc(C3CC3)nc2n(C)c1=O | -4% | -2% | / | / | 18µM* | -6% | -2% | 8%
COc1ccc(NC(=O)c2onc(C)c2Cl)cc1 | / | 0% | / | / | -3% | 2% | 4% | 15%
CC(C)Cn1nc(NC(=O)C2CCCO2)c2cc3ccccc3nc21 (stereo not given) | ? | -5% | -9% | -1% | -6% | 4% | -1% | ?
Cc1cc(/C=C2/NC(=O)NC2=O)c(C)n1-c1cccnc1 | ? | -2% | -8% | 3% | 0% | 2% | 6% | ?
COc1ccc(/C(C#N)=C/c2c(-c3ccc(Cl)cc3)nc3c(C)cccn23)cc1 | 10% | 1% | -14% | -11% | -6% | -4% | 7% | 2%
CCOC(=O)C1(CCCCCCOc2ccc(Cl)cc2)CO1 (stereo not given) | / | 0% | / | ? | -6% | 15% | -3% | 0%
Cc1ccccc1N1C(=O)c2ccccc2C1Nc1cccnc1 (stereo not given) | 14% | 0% | -2% | -3% | -10% | 3% | 0% | 1%
CCOC(=O)[C@]1(C(/C=C/c2ccco2)NC(=O)OC)CCCC1=O (stereo not given in full) | ? | 0%[11.2 µM] | / | / | 0%[11.5 µM] | / | 4%[11.2 µM] | /
COc1cc(OC)c(NC(=O)CCNS(=O)(=O)c2ccc3c(c2)oc(=O)n3C)cc1Cl | -1% | -7%&0% | 0%&-4% | 15%[46 µM] | i | 1% | -1%&-6% | 4%
O=C(O)c1cccc(N2C(=O)c3ccc(Oc4ccc(Cl)cc4)cc3C2=O)c1 | 8% | -6% | / | / | i | -2% | -7% | -2%
CC(=O)Nc1ccc(NC(=O)COC(=O)c2c(C)nn(-c3ccccc3)c2C)cc1 | 22µM* | -2% | 2% | ? | 4% | -5% | -1% | -12%
COc1ccc(C(=O)N/N=C(\C)CC(=O)Nc2ccc3c(c2)OCO3)cc1 | / | 1% | / | / | -2% | 10% | -3% | -2%
COc1ccc(-c2nn(CC(=O)N3CCCCC3)c(=O)c3ccccc23)cc1 | ? | / | 3% | 8% | -11% | 11% | / | ?
CC(=O)Nc1ccc(-c2nn[nH]n2)cc1Cl | 8% | -2% | -3% | -3% | -13% | 8% | -1% | 3%
Cc1ccc(NC(=S)N/N=C/c2c(Cl)cccc2Cl)c(C)c1 | -5% | -10% | 3% | ? | -22% | -2% | 0% | 7%
CN(C)c1ccc(C=C2C(=O)OC(C)(C(C)(C)C)OC2=O)cc1 (stereo not given) | 0.4µM* | 2% | 3% | -6% | i | 152%[activator] | -7% | -10%
CC(=O)Nc1cc2c(cc1NC(=O)Cn1nc(-c3ccccc3F)ccc1=O)OCCO2 | -2% | -2% | -15% | ? | 9% | 7% | -1% | 1%
COc1cc(C=O)c(Br)cc1OCC(=O)NCc1ccccc1 | -4% | -4% | 2% | -14%[46 µM] | i | 5% | 0% | -20%
O=C(/C=C/c1ccco1)N/C(=C\c1ccco1)C(=O)NCCc1nc2ccccc2[nH]1 | ? | -7% | -1% | 1% | -4% | 56%[activator] | 4% | ?
COc1cc(/C=N/N=C2/C(=O)Nc3ccccc32)ccc1O | 1% | -9% | -10%[1.84 µM] | -28% | 3% | 5% | -3% | -3%
CO/N=C/c1cn(-c2ccc(Cl)cc2)nn1 | 7% | 0% | 5% | ? | 0% | 10% | 2% | 8%
CC(C)OC(=O)CC12CN(C)CC(CC(=O)OC(C)C)(CN(C)C1)C2=O | 6% | -1% | -1% | 10% | -12% | 1% | -3% | 1%
COc1ccc(C(=O)NCC(=O)N/N=C/c2cccc(OC(=O)c3ccco3)c2)cc1OC | 5% | 1% | 8% | / | i | 10% | 1% | 4%
CCOC(=O)c1csc(-c2sccc2Br)n1 | -1% | -2% | / | / | i | -1% | 1% | -4%
Cc1ccccc1N(CC(=O)N1CCN(c2ccccc2)CC1)S(C)(=O)=O | -11% | -3% | -33%[inhibitor] | -8% | -4% | 6% | -10% | 2%
CCCCCCC(=O)NC(Nc1ccc(S(N)(=O)=O)cc1)C(Cl)(Cl)Cl (stereo not given) | 6% | 0% | -25% | ? | 6% | 4% | -1% | 1%
CC1CC2(CC(C)(C(=O)CSc3n[nH]c(-c4ccccc4Cl)n3)OC2=O)C(=O)O1 (stereo not given) | 18µM* | 0% | / | -9% | 3% | -13% | 10% | 0%
CCCn1nnc(NC(=O)c2ccc(OC)cc2)n1 | -4% | 2% | ? | -4% | i | 9% | 5% | 0%
COc1ccc(CCNC(=O)Cn2c(=O)n(-c3cc(F)ccc3F)c(=O)c3sccc32)cc1OC | 1µM* | -1% | 15% | / | -7% | 1% | -3% | -2%
Cc1cc(C)n2nc(SCC#N)nc2n1 | 1% | -4% | 12% | 0% | -2% | 0% | -1% | 10%
COc1cccc(CNC(=O)c2ccc(S(=O)(=O)N3CCCC3)cc2)c1 | 13µM* | 0% | -14% | 0% | -5% | -8% | -1% | 0%
CCOC(=O)N1CCN(C(=O)CN(Cc2ccccc2)S(=O)(=O)c2ccc(OC)c(C)c2)CC1 | ? | -3% | -14% | ? | -1% | 1% | -14% | -3%

# Further structures:
mol | ALDH1A1 block | TexasRed fluor | SMN2 splice enh | LMNA splice mod | RECQ1 helicase | RGS12 GoLoco inh | TRb SRC2 PPI | JMJD2E inh
CCN1C(=O)N[C@@H](c2cccc(F)c2)C(C(C)=O)=C1C | 6%[13.5 µM] | 0%[11.2 µM] | 4%[9.22 µM] | -19%[9.22 µM] | i[11.5 µM] | 3%[14.2 µM] | -4%[11.2 µM] | 13%[11.4 µM]
COc1ccc(CC(=O)Nc2nc(-c3ccncc3)cs2)cc1 | ? | -3% | -23% | ? | i | 30% | 0% | -4%
O=C(C1CCCO1)N1CCc2ccccc21 (stereo not given) | 2% | 0% | -15% | -6% | -5% | 7% | 0% | 3%
CC1CCC(C(=O)NC(C(=O)NCCN2CCC(C)CC2)C(C)C)CC1 (stereo not given) | 9% | 0% | 19% | 7% | -1% | 7% | 1% | 5%
Cc1nn(S(=O)(=O)N2CCOCC2)c(C)c1Br | 3% | -3% | -9% | ? | i | -6% | 2% | 15%
O=C(COC(=O)CNC(=O)c1sc2ccccc2c1Cl)Nc1cc(Cl)cc(Cl)c1 | ? | 0% | 4% | 12%[46 µM] | i | 36%[activator] | -6% | 2%
C[C@@H]1CCC[C@]2(O[C@H](CCO)C[C@H](O)[C@H]2O)O1 | / | 0% | / | / | -6% | -4% | 12% | 9%
COC(=O)C(C)N1C(=O)S/C(=C/c2cc(C)n(-c3ccccn3)c2C)C1=O (stereo not given) | ? | 1% | -42%[inhibitor] | 0% | -18% | 6% | 7% | -15%
N#CCCn1cc(C(=O)N2CCCCC2)c(-c2cccc([N+](=O)[O-])c2)n1 | 0% | -4% | -4% | 9%[46 µM] | 16% | 5% | -6% | -2%
O=C(NCc1ccco1)C(Cc1ccccc1)NS(=O)(=O)c1cccc2nsnc12 (stereo not given) | ? | 0% | -6% | 5% | 0% | 2% | -17% | 0%

# These rows are one share of the data. The share of hits here may be higher or lower than overall.
